GALK inh = inhibitors of human galactokinase. Purified GALK, Kinase-Glo residual ATP luminescence. actives 0.007% (n = 270,000). Potency, µM (doses to about 57.5 µM), without a hit: top-dose activity change, negative = inhibition, usual class: inhibitors. P51570; note: potency is the fitted concentration of half-maximal effect; % is set by controls: 0 for no effect and ±100 for the full control effect
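The enzyme phosphorylates galactose (100 uM) using ATP (35 uM); inhibition is detected as higher residual ATP, quantified by bioluminescence after 1 h reaction at room temperature, pH 8.0.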
TSHR antag = blocks TSH signaling through the human TSH receptor. P16473. TSHR-expressing cells, TSH-stimulated cAMP HTRF, 2 h; hits give low values. activity change, negative = inhibition, % at 11.5 µM. actives 0.2% (n = 330,000);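 active = activity change below a set negative limit, meaning inhibition stronger than a set level, cut at about -70% in these data; inconclusive = activity change between two set negative limits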; note: % is set by controls: 0 for no effect and ±100 for the full control effect
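Inhibition of cAMP made by TSHR-expressing cells under TSH stimulation (4nM final, EC80; 2 h, 37 deg C) is quantified with a one-step lysis HTRF kit, anti-cAMP cryptate versus cAMP-d2.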
Tb PFK inh = T. brucei PFK enzyme inhibition | O15648 | Potency, µM (top dose mostly 57.5 µM), inactives show at the highest dose activity, negative = inhibition, actives largely listed as inhibitors | T. brucei PFK, ADP-Glo luminescence | AID 485367 | actives 0.17% (n = 330,000);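 note: potency is the fitted concentration of half-maximal effect; 0% = uninhibited 1x PFK enzyme wells and -100% = no-enzyme wells; nearly all actives have a fitted effect of over 60% in size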
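1.25 nM PFK with 0.5 mM F6P and 0.1 mM ATP in 0.1 M TEA pH 8.0, 5 mM MgCl2, incubated 45 min at room temperature; ADP measured by ADP-Glo luminescence; compounds titrated up to 57 uM.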
Giardia kill = kills Giardia lamblia | Giardia lamblia trophozoite viability | activity change, % at 7.66 µM, hits read low | actives 0.15% (n = 340,000) | AID 540267; in the data active = activity change below about -80%; inconclusive = between about -30% and that limit;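 note: parasites exposed to compound for two days anaerobically before the ATP read; % is set by controls: 0 for no effect and ±100 for the full control effect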
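Giardia lamblia trophozoites (100 cells/well) were incubated with compounds for 48 h at 37 deg C under anaerobic conditions. Viability was read as ATP content by one-step luminescence after 15-30 min at room temperature.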
FBPA coupling cs = coupling enzyme interference in Giardia aldolase counter-screen. actives 0.67% (n = 290,000). coupling enzyme system counterscreen, AmpLite Red fluorescence. activity change, negative = inhibition, % at 58.2 µM, hits read low; in the data active = activity change below about -30%; note: % is set by controls: 0 for no effect and ±100 for the full control effect
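Counterscreen lacking aldolase: glyceraldehyde-3-phosphate coupling-enzyme reagent preincubated 10 min at RT with compound (at 57.5 uM final), then substrate/coupling system with AmpLite Red added; fluorescence read at 525/598 nm after 20 min RT.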
MLL CXXC-DNA inh = MLL CXXC-DNA interaction inhibition; actives 0.037% (n = 290,000); MLL-CXXC / FITC-HOXA9 DNA fluorescence polarization; Potency, µM (doses to about 115 µM), without a hit: at the highest dose activity change, negative = inhibition, actives largely listed as inhibitors; active = well fitted inhibition curve with a large enough effect in the polarisation, with a control signal flat, not every such curve was filed as active; inconclusive = small, poorly fitted or top-dose-only effect, or effect the other way, or a change in a side signal; inactive = no such curve, though single readings can be large or run the other way; the % refers to the polarisation; note: potency is the fitted concentration of half-maximal effect
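Purified MLL-CXXC (added from a 7 uM solution) was preincubated 5 min at ambient with pinned compounds in 50 mM Tris-HCl pH 7.5, 50 mM NaCl, 1 mM DTT, 0.05% BSA. Fluorescein-labeled HOX-A9 DNA (50 nM solution) followed, 30 min, then polarization read.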
KCNH2 WT inh = inhibitors of human wildtype KCNH2 potassium channel; U2OS, BacMam KCNH2, thallium flux FluxOr; hits give low values; AID 720551; Q12809; actives 0.37% (n = 340,000); activity change, % at 1.84 µM;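 active = maximum activity change below -70%; inconclusive = maximum activity change between -70% and -50%; inactive = maximum activity change above -50%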; note: % is set by controls: 0 for no effect and ±100 for the full control effect
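U2OS cells transduced with wild-type KCNH2 virus are loaded with FluxOr dye for 45 min, and thallium flux is measured in kinetic reads before and after stimulation buffer. Rate constants are normalized to DMSO controls.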
Chronic BCR inh = inhibitors of chronic active B-cell receptor signaling | ABC-DLBCL IkBa-CBG/CBR reporter, luminescence ratio, 4 h | Potency, µM (series often up to 46.1 µM), for the others: at the top dose ratio change, negative = lower green/red ratio, usual class: inhibitors | actives 0.05% (n = 340,000) | AID 493014; active = well fitted inhibition curve with a large enough effect in the signal ratio, with a control signal flat, not every such curve was filed as active; inconclusive = small, poorly fitted or top-dose-only effect, or effect the other way, or a change in a side signal; the % refers to the signal ratio;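 note: potency is the fitted concentration of half-maximal effect; plate controls were basal doxycycline-induced cells for no effect and cells given 10 µM MG132 for full effect; MG132 reads +100%, hits lower the ratio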
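TMD8 human ABC-DLBCL cells with doxycycline-inducible IκBα–green luciferase fusion and unfused red luciferase, in 0.5% FBS medium; compounds up to 46 uM, 4 h at 37C. Green/red luminescence ratio, filter-overlap corrected, fitted to concentration-response curves.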
A-T KAP1 phos = potential ataxia-telangiectasia treatment. […] A-T fibroblasts, KAP-1 phosphorylation AlphaLISA; neocarzinostatin DNA damage 30 min before lysis. AID 485349. actives 0.19% (n = 320,000). Potency, µM (highest dose often 57.5 µM), for inactives: at the highest dose activation, actives largely listed as activators; note: potency is the fitted concentration of half-maximal effect; % of control where 0% means no effect; nearly all actives have a fitted effect of over 45% in size
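ATM-like activity read as KAP-1 phosphorylation via AlphaLISA donor/acceptor antibody pairs after lysis and 6 hr at 25C. Cells were ATM-null patient fibroblasts ([…], hTERT), dosed 60 min, then exposed to the DSB inducer NCS for 30 min.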
TCR act = activates T cell receptor signaling; primary human leukocytes, anti-CD3, IL-2 HTRF, 48 h; Potency, µM (highest dose often 9.22 µM), for inactives: at the top dose activation of IL-2 secretion, actives largely listed as activators; 330,000 tested, under 10 active; AID 504894; note: % of control where 0% means no effect
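Human primary leukocytes + a-CD3 beads + cpd, 48 hr; IL-2 in supernatant by HTRF (ex 320nm / em 665nm). No co-stimulatory signal supplied.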
Starred values were filed as active, the others as inactive; & = joins results of further samples; [ ] = dose if it differs, or a comment. Unless noted, calls come from the whole dose curve; as a rule, active = well fitted curve in the direction sought with a large enough effect; inconclusive = small, poorly fitted or top-dose-only effect, or another doubt; inactive = no such curve, though single readings can be large; an effect the other way counts as inactive or inconclusive.

Screening COc1ccc(/C=C(\NC(=O)c2ccc(OC)cc2)C(=O)Nc2ccc(C(=O)O)cc2)cc1 returned TSHR antag 6.7, Tb PFK inh 0.1%, Giardia kill 16.3, FBPA coupling cs 0.9, MLL CXXC-DNA inh -6.7%, KCNH2 WT inh -0.4, Chronic BCR inh 0.3%, A-T KAP1 phos 25.7% and TCR act 7.7%.
Cc1ccccc1CN1CCCC(C(=O)N2CCCCC2)C1 (stereo not drawn) was read as GALK inh -1.4%, TSHR antag -3.6, Tb PFK inh -3.6%, Giardia kill -1.1, FBPA coupling cs -0.2, MLL CXXC-DNA inh inconclusive, KCNH2 WT inh 3.3, Chronic BCR inh 0.0%, A-T KAP1 phos 1.4% and TCR act -42.1%.
Screening Cc1ccc(-n2cc(CNC(C)c3cnn(C)c3)c(-c3ccc(F)cc3)n2)cc1 (stereo not drawn) returned GALK inh -2.7%, TSHR antag 23.1, Tb PFK inh 0.3%, Giardia kill 0.2, FBPA coupling cs 0.4, MLL CXXC-DNA inh 8.5%, KCNH2 WT inh 4.6, Chronic BCR inh inconclusive, A-T KAP1 phos -4.8% and TCR act -5.1%.
CS(=O)(=O)c1ccc(CNC(=O)C2(C(F)(F)F)CC(CCCO)CCCO2)cc1 (stereo not drawn) was read as Giardia kill 6.0&-21.6, FBPA coupling cs 7.7, KCNH2 WT inh -0.2 and TCR act -8.4%.
For Cc1cc(C)n(-c2nc(C)nc3c2cnn3-c2ccccc2)n1 the results were GALK inh 1.3%, TSHR antag 10.4, Tb PFK inh 0.4%, Giardia kill 15.5, FBPA coupling cs -1.1, MLL CXXC-DNA inh -4.6%, KCNH2 WT inh 0.2, Chronic BCR inh inconclusive, A-T KAP1 phos 1.3% and TCR act 0.6%.
Screening CC(=O)c1cccc(NC(=O)N2CCCC2C(=O)NC2CCCC2)c1 (stereo not drawn) returned GALK inh -2.1%, TSHR antag -1.3, Tb PFK inh 0.2%, Giardia kill -11.4, FBPA coupling cs 2.2, MLL CXXC-DNA inh 33.2%, KCNH2 WT inh -14.2, Chronic BCR inh 0.4%, A-T KAP1 phos -2.1% and TCR act -7.4%.
`COc1ccc(C(=O)Nc2ccc(NC(=O)C3CC3)cn2)cc1` gave GALK inh 0.0%, TSHR antag -6.4, Tb PFK inh 1.2%, Giardia kill -7.7, FBPA coupling cs 0.0, MLL CXXC-DNA inh -5.5%, KCNH2 WT inh 20.2, Chronic BCR inh 1.7%, A-T KAP1 phos 1.4% and TCR act 2.7%.
Screening COC(=O)CSc1nc2sc(C)c(C)c2c(=O)n1C returned GALK inh 2.3%, TSHR antag -16.6, Tb PFK inh -0.8%, Giardia kill 2.2, FBPA coupling cs 4.1, MLL CXXC-DNA inh 0.9%, KCNH2 WT inh 0.3, Chronic BCR inh 0.2%, A-T KAP1 phos 15.2% and TCR act 2.1%.
`COc1ccc(S(=O)(=O)N2CCOC2CNC(=O)C(=O)NCCCN2CCOCC2)cc1` (stereo not drawn) gave GALK inh 4.7%, TSHR antag 3.0, Tb PFK inh 0.1%, Giardia kill -4.8, FBPA coupling cs -1.9, MLL CXXC-DNA inh inconclusive, KCNH2 WT inh -7.3, Chronic BCR inh inconclusive, A-T KAP1 phos 7.0% and TCR act 6.5%.
Oc1sc(C=Nc2ccccc2)c2ccccc12 was read as GALK inh -2.8%, TSHR antag -0.9, Tb PFK inh -0.2%, Giardia kill -6.0, FBPA coupling cs -7.3, MLL CXXC-DNA inh inconclusive, KCNH2 WT inh -13.6, Chronic BCR inh -12.4%, A-T KAP1 phos -0.6% and TCR act -2.6%.
O=c1c2cnn(-c3ccc(F)cc3)c2ncn1Cc1ccc(F)cc1 was read as GALK inh 0.4%, TSHR antag -9.5, Tb PFK inh -3.7%, Giardia kill 13.4, FBPA coupling cs 1.2, MLL CXXC-DNA inh -2.2%, KCNH2 WT inh 10.3, Chronic BCR inh inconclusive, A-T KAP1 phos 2.2% and TCR act 3.6%[46.1 µM].
`Cc1cccc(Cl)c1NC(=O)N1CCN(c2ccnc3cc(Cl)ccc23)CC1` gave TSHR antag -3.3, Tb PFK inh -6.2%, Giardia kill 3.9, FBPA coupling cs 1.4, MLL CXXC-DNA inh 4.0%, KCNH2 WT inh -12.2, Chronic BCR inh 9.8%, A-T KAP1 phos 0.0% and TCR act 0.5%.
For COc1ccc(Oc2ccc(-c3ccn[nH]3)cc2)cc1 the results were GALK inh 4.6%, TSHR antag 3.0, Tb PFK inh -0.2%, Giardia kill 3.0, FBPA coupling cs -1.4, MLL CXXC-DNA inh -1.3%, KCNH2 WT inh -1.7, Chronic BCR inh -16.0%, A-T KAP1 phos 1.3% and TCR act -4.1%.
Screening Cc1cc(=O)n2[nH]c(NCc3ccccc3F)nc2n1 returned GALK inh 1.1%, TSHR antag -5.8, Tb PFK inh 0.7%, Giardia kill 3.9, FBPA coupling cs -6.9, MLL CXXC-DNA inh -1.1%, KCNH2 WT inh -5.2, Chronic BCR inh inconclusive, A-T KAP1 phos 1.6% and TCR act 8.3%.
Screening Cc1cc(=O)[nH]c(SCC(=O)Nc2cccc(S(=O)(=O)N3CCOCC3)c2)n1 returned TSHR antag 24.3, Tb PFK inh 1.3%, Giardia kill 5.5, KCNH2 WT inh -4.6, Chronic BCR inh -12.3%, A-T KAP1 phos 10.0% and TCR act 4.3%.
O=C(O)CC1(CC(=O)Nc2cccc(C(=O)O)c2)CCCC1 was read as GALK inh 1.7%, TSHR antag 6.3, Tb PFK inh -1.2%, Giardia kill 36.6[activator], FBPA coupling cs -0.5, MLL CXXC-DNA inh 27.0%, KCNH2 WT inh -6.6, Chronic BCR inh 1.2%, A-T KAP1 phos 9.8% and TCR act -6.5%.
Screening COc1ccccc1CNC(=O)C/C(C)=N/NC(=O)Cc1ccccc1 returned GALK inh -1.8%, TSHR antag -11.0, Tb PFK inh 0.0%, Giardia kill 3.0, FBPA coupling cs 0.7, MLL CXXC-DNA inh -5.7%, KCNH2 WT inh 7.2, Chronic BCR inh 8.4%, A-T KAP1 phos 2.4% and TCR act -1.5%.
Screening CCCc1cc(=O)[nH]c(SCc2nc3ccccc3s2)n1 returned TSHR antag -6.9, Tb PFK inh -5.6%, Giardia kill 17.3, FBPA coupling cs -9.5, MLL CXXC-DNA inh -3.1%, KCNH2 WT inh -10.2, Chronic BCR inh -9.0%, A-T KAP1 phos -4.9% and TCR act 1.7%.
`COc1ccc(NC(=O)CCN2CCOCC2)c(OC)c1` gave GALK inh 5.1%, TSHR antag 25.6, Tb PFK inh 0.0%, Giardia kill 6.9, FBPA coupling cs -0.6, MLL CXXC-DNA inh -6.7%, KCNH2 WT inh -10.0, Chronic BCR inh 2.9%, A-T KAP1 phos 3.2%[11.5 µM] and TCR act 1.6%.
Screening O=C(O)c1ccc(OCc2cn3ccccc3n2)cc1 returned GALK inh -0.4%, TSHR antag 3.8, Tb PFK inh -2.3%, Giardia kill -16.7, FBPA coupling cs 8.9, MLL CXXC-DNA inh -15.1%, KCNH2 WT inh -10.6, Chronic BCR inh inconclusive, A-T KAP1 phos 8.5% and TCR act 1.2%.
For O=C(C1CC1)N1CCN(c2ccnc3cc(Cl)ccc23)CC1 the results were GALK inh -2.1%, TSHR antag -14.9, Tb PFK inh 2.7%, Giardia kill -7.5, FBPA coupling cs 2.9, MLL CXXC-DNA inh 9.3%, KCNH2 WT inh 4.0, Chronic BCR inh 1.2%, A-T KAP1 phos -1.5% and TCR act -0.3%.
Screening CN(Cc1ccccc1)C(=O)c1[nH]cnc1C(=O)Nc1ccccc1 returned TSHR antag -20.7, Tb PFK inh -2.3%, Giardia kill -5.8, Chronic BCR inh 7.7%, A-T KAP1 phos 13.9% and TCR act 4.7%.
COc1cc2c(cc1OC)[C@@H](Cc1ccc(OCCC#N)cc1)N(C)CC2 was read as TSHR antag -3.2, Tb PFK inh 6.7%, Giardia kill 9.3, FBPA coupling cs -5.5, MLL CXXC-DNA inh 32.3%[activator], KCNH2 WT inh 26.3, Chronic BCR inh 4.0%, A-T KAP1 phos 8.6% and TCR act 0.5%.
For O=C1Cc2cc(CCN3CCN(c4nsc5ccccc45)CC3)c(Cl)cc2N1 the results were GALK inh 0.3%, TSHR antag -20.5&-10.5, Tb PFK inh 4.7%, FBPA coupling cs -6.4, MLL CXXC-DNA inh 20.6% and Chronic BCR inh 13.1%.
Screening COC(=O)C(O)(CC(=O)Nc1ccc(OC)cc1)C(F)(F)F (stereo not drawn) returned GALK inh 0.4%, TSHR antag 12.7, Tb PFK inh -1.5%, Giardia kill 1.0, FBPA coupling cs 3.2, MLL CXXC-DNA inh 1.3%, KCNH2 WT inh 6.9, Chronic BCR inh 0.6%, A-T KAP1 phos 2.6% and TCR act 0.8%[46.1 µM].
